# Screens (PubChem)
# Efflux pump inh – inhibitors of Candida antifungal efflux pumps expressed in yeast; S. cerevisiae Candida pump triplex, Nile Red efflux; inhibition, % at 10 µM; 330,000 tested, 0.44% active;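 active means plate passing quality check with inhibition over a set limit, or well fluorescence over plate mean plus 4 SD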;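 further: Nile Red retained in pooled yeast measured as flow cytometry median fluorescence; 0% = buffer negative control and 100% = Enniatin B positive control; higher means more Nile Red kept so more efflux inhibition; some compounds called inactive have numbers as strong as hits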
# GLD-1 RNA inh – GLD-1-TGE RNA interaction inhibition (C. elegans). Q17339. purified GLD-1 + fluorescein TGE RNA, fluorescence polarization. 320,000 tested, 0.44% active. inhibition, % at 5.96 µM;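 active means percent inhibition above a per-plate cutoff, the plate mean of test compounds plus 3 SD, cut at about 30% in these data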;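 further: 0% = DMSO wells with GLD-1 and probe and 100% = wells lacking GLD-1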
# GRK2 inh – blocks RNA aptamer binding to human GRK2 | P25098 | bead flow cytometry, FAM-aptamer displacement from GRK2 | inhibition of aptamer binding, % at 10 µM | 330,000 tested, 0.59% active;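 active means inhibition of aptamer binding above 40%, roughly 3 SD of noise, on plates passing a quality check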;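 further: median bead fluorescence of bound FAM aptamer so fluorescent compounds give negative values; no value below 0 was filed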
# VLA-4 inh – inhibition in a human VLA-4 binding assay; VLA-4 expressing cells, ligand binding flow cytometry; inhibition, % (about 7 µM as worked out from the volumes in the protocol); 330,000 tested, 0.2% active; AID 2557; in the data active means inhibition above about 50%
# Bcl-xL primary – inhibitors of human Bcl-xL; Q07817; GST-Bcl-xL / FITC-Bim BH3 peptide fluorescence polarization; inhibition, % at 10.9 µM; 320,000 tested, 0.7% active; AID 2129;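 active means inhibition above the mean of all tested compounds plus 3 SD, cutoff set per campaign, cut at about 30% in these data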;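 further: 0% = DMSO wells and 100% = unlabeled Bim-BH3 peptide competitor; inhibitors lower millipolarization by displacing the labeled peptide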
# Target sequence (Q07817 whole entry, looked up): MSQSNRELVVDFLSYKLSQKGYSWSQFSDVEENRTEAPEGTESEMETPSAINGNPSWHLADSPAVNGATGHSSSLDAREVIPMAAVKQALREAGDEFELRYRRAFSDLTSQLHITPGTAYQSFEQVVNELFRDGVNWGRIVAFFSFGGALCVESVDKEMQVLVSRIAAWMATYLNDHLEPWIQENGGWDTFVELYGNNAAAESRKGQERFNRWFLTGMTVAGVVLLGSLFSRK
# MEX-5 binding – C. elegans MEX-5 TCR-2 RNA binding activity; AID 1832; activity score (negative = inhibition of binding), % at 10 µM; 300,000 tested, 0.38% active; MEX-5/FITC-TCR2 RNA binding, fluorescence polarization; active compounds read low;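 active means inhibition past about -25% in most replicates, and total fluorescence under double the plate's negative control median, limit read from the data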;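 further: 0% = DMSO and -100% = 5 µM competing unlabeled TCR2 RNA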
# Fam108B counter – blocks mouse Fam108B hydrolase in RBBP9 counter-screen. recombinant Fam108B, FP-Rh probe fluorescence polarization. inhibition, % at 9.51 µM. 300,000 tested, 0.33% active. AID 1947;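 active means inhibition above the screen mean inhibition plus 3 SD, computed separately per campaign, cut at about 18% in these data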;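 further: inhibitors lower polarization as less probe binds the enzyme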
# PME-1 inh – blocks human protein phosphatase methylesterase 1; recombinant PME-1, FP-Rh probe fluorescence polarization; inhibition, % at 5.9 µM; 320,000 tested, 0.53% active; AID 2130;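 active means inhibition above the campaign mean of all compounds plus 3 SD, cut at about 26% in these data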;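 further: competitive labeling of PME-1 active site by serine hydrolase directed probe; 0% = PME-1 with DMSO and 100% = wells lacking PME-1 enzyme; inhibitors block probe labeling so polarization falls and inhibition rises; many of its hits are not listed in these tables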
# Target sequence (Q9Y570 whole entry, looked up): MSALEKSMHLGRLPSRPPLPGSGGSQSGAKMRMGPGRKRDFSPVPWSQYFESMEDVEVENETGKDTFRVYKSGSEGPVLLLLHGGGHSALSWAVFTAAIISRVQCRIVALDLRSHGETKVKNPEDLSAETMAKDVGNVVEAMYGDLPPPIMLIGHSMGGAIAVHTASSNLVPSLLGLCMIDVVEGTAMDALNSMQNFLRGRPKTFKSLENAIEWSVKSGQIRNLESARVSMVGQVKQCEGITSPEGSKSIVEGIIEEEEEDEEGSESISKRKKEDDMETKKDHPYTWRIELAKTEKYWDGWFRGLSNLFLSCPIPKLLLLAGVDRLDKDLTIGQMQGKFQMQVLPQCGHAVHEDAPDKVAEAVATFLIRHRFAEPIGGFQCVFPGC
# MCL1 BIM primary – inhibitors of human MCL1 binding to BIM-BH3 peptide; GST-MCL1 / FITC-Bim-BH3 fluorescence polarization; inhibition, % at 10.9 µM; Q07820; 320,000 tested, 0.68% active; AID 2057;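 active means inhibition above the mean inhibition of all tested compounds plus 3 SD, set per campaign, cut at about 40% in these data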;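 further: 0% = DMSO wells and 100% = unlabeled Bim-BH3 peptide control; higher means more loss of mP so more displacement of Bim peptide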
# Target sequence (Q07820 whole entry, looked up): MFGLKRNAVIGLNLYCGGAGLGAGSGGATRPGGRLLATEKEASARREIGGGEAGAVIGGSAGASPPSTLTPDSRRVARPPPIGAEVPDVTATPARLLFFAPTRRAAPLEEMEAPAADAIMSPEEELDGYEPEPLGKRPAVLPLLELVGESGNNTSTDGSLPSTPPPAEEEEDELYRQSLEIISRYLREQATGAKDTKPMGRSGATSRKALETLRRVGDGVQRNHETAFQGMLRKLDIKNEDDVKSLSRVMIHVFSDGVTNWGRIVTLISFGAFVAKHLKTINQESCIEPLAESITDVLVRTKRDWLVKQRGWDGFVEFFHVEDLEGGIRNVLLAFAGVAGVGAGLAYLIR
# Numbers without * were called inactive; / = not tested or not shown. This is a subset; count on the stated rates, not on these rows.
SMILES,Efflux pump inh,GLD-1 RNA inh,GRK2 inh,VLA-4 inh,Bcl-xL primary,MEX-5 binding,Fam108B counter,PME-1 inh,MCL1 BIM primary
Cc1ccccc1OC(C)C(=O)NCc1cccnc1 (stereo not drawn),0.0,5,0,16,4,-0.2,6,-7,1
O=C(CCc1ccccc1)NNc1cc(N2CCCCC2)nc(N2CCCCC2)n1,0.4,-17,0,9,9,-1.8,3,3,6
ClCCCc1cn(C[C@H]2CC[C@@H]([C@@H]3CC[C@H](Cn4cc(CCCCl)nn4)O3)O2)nn1,0.2,-5,5,32,-2,0.2,2,2,0
O=C(CCN1C(=O)C2C3CCC(C3)C2C1=O)Nc1ccc([N+](=O)[O-])cc1 (stereo not drawn),0.3,-3,4,27,-10,1.2,-8,-2,-14
COc1ccccc1CCNC(=O)Cn1c(=O)oc2ccccc21,0.5,/,0,18,/,1.0,/,/,/
CCOc1ccc(CSC2=NCCN2)cc1[N+](=O)[O-],-0.1,-17,2,0,6,-2.6,-2,1,8
CCOC(=O)c1nn(-c2ccc(OCC)cc2)c2nc(-c3ccco3)c(C#N)c(=O)n12,-0.2,1,2,6,7,0.0,-3,-1,0
OCc1nc2nc(Cl)c(Cl)nc2[nH]1,-0.1,20,0,7,22,-1.2,1,5,19
CNc1ncnc2sc(-c3ccccc3)cc12,0.2,5,2,7,4,-0.1,4,-3,-2
Cc1ccc2[nH]c(=O)c3cc(C(=O)N(C)c4ccccc4C)sc3c2c1,0.2,-5,0,8,2,0.4,-23,4,1
NNC(=O)C(=O)NCCCN1CCOCC1,-0.1,-8,0,-2,5,-0.2,2,3,0
O=C(NCc1ccc(Cl)cc1)N1CCOCC1,-0.1,12,2,0,5,-0.5,7,-1,9
Cc1cccc(NC(=O)c2ccc(C3SCC(=O)N3CCc3ccccc3)cc2)c1C (stereo not drawn),0.4,-2,1,5,-2,-1.5,1,1,3
CCCNc1c(NC(=O)C2CCC(C)CC2)c(=O)oc2ccccc12 (stereo not drawn),0.4,0,0,14,0,-0.3,3,3,-4
Cn1cnnc1SCC(=O)NCc1ccccc1,0.1,3,3,0,4,-1.6,2,5,6
O=C(c1ccc(OC2CCN(CCc3ccccc3)CC2)cc1)N1CCCC(CO)C1 (stereo not drawn),-0.1,2,3,2,-2,-2.9,3,4,2
COCCCNC(=S)NCCNc1nc2cc(C)cc(C)c2cc1C#N,0.1,-1,3,-2,4,0.3,0,3,-7
O=[N+]([O-])c1cc(/C=N/N/C(=N/c2ccccn2)c2ccccn2)ccc1O,0.2,3,0,0,6,-14,-3,-4,8
NC(=O)c1ccsc1NC(=O)c1ccco1,-0.2,-1,1,-45,1,-1.5,-2,-3,7
Cc1c(Cl)c([N+](=O)[O-])nn1CCCC(=O)O,-0.1,5,0,7,3,0.3,-3,-4,4

# Quoted from the listing.
# Cc1cccc(NC(=O)c2ccc(C3SCC(=O)N3CCc3ccccc3)cc2)c1C (stereo not drawn) in MEX-5 binding: -1.5
# CCOc1ccc(CSC2=NCCN2)cc1[N+](=O)[O-] in Fam108B counter: -2
# O=C(CCN1C(=O)C2C3CCC(C3)C2C1=O)Nc1ccc([N+](=O)[O-])cc1 (stereo not drawn) in PME-1 inh: -2

# Next results
SMILES,Efflux pump inh,GLD-1 RNA inh,GRK2 inh,VLA-4 inh,Bcl-xL primary,MEX-5 binding,Fam108B counter,PME-1 inh,MCL1 BIM primary
O=C(/C=C/c1ccc(Cl)cc1)NCCSc1ccccc1,-0.1,-1,1,10,2,1.2,0,-3,2
O=C(NCc1ccc(F)cc1)c1cnc(Cl)c(Cl)c1,0.2,-1,0,-7,-2,2.0,-1,-5,-8
C/C(=N\Nc1ccc(C(=O)O)cc1)c1ccc(Br)cc1,-0.1,5,14,-3,13,-2.2,6,8,11
Cc1ccc2nc(SCC(=O)c3ccc(O)cc3O)[nH]c2c1,0.0,0,5,4,-9,3.1,-4,-9,-13
CN1CCN(NC(=O)c2ccc(Cl)c([N+](=O)[O-])c2)CC1,0.0,2,0,18,1,-0.3,4,1,6
Cc1ccc(/C=C2\SC(=S)N(CCC(=O)NNC(=O)c3ccccc3O)C2=O)cc1,0.1,-1,0,0,-8,-3.1,-6,4,-6
COc1ccc(NC(=S)N(Cc2ccccn2)Cc2ccccc2Cl)cc1,-0.1,2,0,4,0,-1.3,-4,7,7
COCCCNC(=O)c1ccc(CS(=O)(=O)Cc2cccc(C)c2)o1,-0.1,-2,14,-8,4,-2.7,-2,-5,1
Cc1ccc(O)c(-n2nc3ccccc3n2)c1,-0.1,0,0,-4,4,1.2,5,3,6
N#CC1=C(N)NC(SCc2ccc(Cl)cc2)=C(C#N)C12CCCCC2,0.0,2,0,10,4,-1.3,7,18,5
O=C(COc1cccc2c1CCN(Cc1ccc(Br)cc1)C2=O)N1CCOCC1,-0.1,2,0,2,5,2.8,4,3,0
CCOC(=O)N1CCN(C(=O)COc2ccc3c(c2)C(=O)CC(C)(C)O3)CC1,-0.1,-4,5,-5,4,-0.7,1,-1,7
Fc1ccc(-c2cc(C(F)(F)F)n3ncnc3n2)cc1,-0.1,11,1,7,3,0.0,4,3,2
COc1ccc(CCNC(=O)/C(C#N)=C/c2cccc(OCc3ccccc3)c2)cc1OC,-0.2,-6,4,2,-3,1.2,-24,-28,-9
NS(=O)(=O)c1ccc(CCNC(=O)CSc2nc3ccsc3c(=O)n2CCCCC(=O)O)cc1,0.0,-2,3,2,5,-1.0,1,1,0
C[C@H](CO)N1C[C@H](C)[C@@H](CN(C)C(=O)Nc2ccc(C(F)(F)F)cc2)Oc2ccc(NC(=O)C3CCCCC3)cc2C1=O,0.1,4,0,-19,/,/,/,/,/
Cc1ccc(S(=O)(=O)N2CCCC2)cc1S(=O)(=O)N1CCCC1,0.0,1,0,29,0,1.0,2,2,-4
C[C@@H]1CN([C@@H](C)CO)C(=O)c2cccc(NS(C)(=O)=O)c2O[C@H]1CN(C)Cc1ccc(Oc2ccccc2)cc1,0.1,5,2,19,/,/,/,/,/
CC(=O)NC1CC2CCCC(C1)N2CC(=O)N1CCCc2ccccc21 (stereo not drawn),0.0,5,0,12,-2,0.6,-1,0,-1
CN(C(=O)CSc1ncccn1)C1CCS(=O)(=O)C1 (stereo not drawn),5.3*,0,5,-7,4,-0.1,-1,-1,2
CN1CCC(Oc2ccccc2Sc2ccccc2)CC1,0.0,-2,0,4,1,0.0,-1,2,-2
CCCN(CC(=O)Nc1ccccc1C)C(=O)C1CC(=O)N(c2ccc(CC)cc2)C1 (stereo not drawn),0.0,2,2,-13,4,/,/,4,1
CC(OC(=O)c1ccc(Cl)nc1)C(=O)Nc1ccc(S(=O)(=O)N2CCCC2)cc1 (stereo not drawn),0.0,11,0,4,-6,-0.8,0,4,-1
C=CCN1C(=O)/C(=c2\sc3nc(=O)c(Cc4ccccc4)nn3c2=O)c2ccccc21,-0.1,19,5,-6,10,-0.1,-1,-1,8
COC(=O)Nc1ccc(SCC(=O)c2ccc(Cl)cc2)cc1,-0.1,7,6,8,-1,1.5,-3,-4,4
CCOc1ccccc1NC(=O)Cn1c(=O)c2ccccc2n(CC)c1=O,0.0,0,1,-1,-3,0.6,-2,7,4
COc1cc(NC(=O)CCCn2c(=S)[nH]c3ccccc3c2=O)cc(OC)c1OC,0.0,3,0,-8,4,0.9,-3,2,6
CCOc1ccc2nc(SCC(=O)N(CC(C)C)c3c(N)n(Cc4ccccc4)c(=O)[nH]c3=O)[nH]c2c1,-0.1,7,0,-2,-5,0.5,-2,-4,-1
CCC1=NN(C(=O)COc2ccccc2C)C(O)(c2ccncc2)C1 (stereo not drawn),-0.1,1,0,1,6,1.7,1,6,18
O=C(c1ccc([N+](=O)[O-])s1)N1CCN(c2ccccc2)CC1,-0.1,2,2,11,7,3.4,1,5,10
Cc1cc(C(=O)OCC(=O)Nc2ccccc2C)c(C)o1,0.1,0,0,-4,-1,/,/,0,-2
CC(=O)Nc1nc2ccccc2n1Cc1ccc(C)cc1,0.0,0,1,12,0,1.2,0,3,3
Cc1[nH]n(-c2ccccc2)c(=O)c1C(c1ccccc1C(=O)O)c1c(C)[nH]n(-c2ccccc2)c1=O,0.0,4,2,-6,-1,-1.1,-5,-1,-4
COC(=O)c1ccc(C)c(-n2c(C)cc(C=O)c2C)c1,0.1,0,0,-23,4,-1.3,3,-7,13
Cc1cc(C)c(NC(=O)CN(C2CCCCC2)C2CCCCC2)c(C)c1,0.1,5,2,8,3,-0.4,-1,1,8
COC(c1ccccc1)c1nnc(CCC(=O)NCCCc2ccccc2)o1 (stereo not drawn),0.3,-6,1,-1,3,-3.1,-7,-9,11
C=CC(=O)NCc1ccc(-c2csnn2)cc1,-0.1,3,1,-10,3,1.1,-1,-1,-1
Cc1nc(N2CCOCC2)c(C#N)c2c1COC(C)(C)C2,0.1,7,0,5,6,1.1,-3,2,5
Brc1cccc(-c2nnc(-c3ccccc3)o2)c1,0.0,2,2,9,0,/,1,3,2
Cc1cc(F)ccc1NCc1cc2c(cc1[N+](=O)[O-])OCO2,-0.1,0,1,15,7,0.7,6,3,5
O=C(Nc1ccc(Br)cc1)C1Cc2ccccc2O/C1=N\O (stereo not drawn),-0.2,/,2,3,/,-0.2,/,/,/
CC(=O)Nc1ccc(Oc2nc(C(F)(F)F)nc3ccccc23)cc1,-0.2,3,0,8,4,4.0,-2,1,3
CN1CCC(OC(=O)COc2ccc(Br)cc2)CC1,0.4,-5,15,13,-5,-2.3,-10,5,-11
Cc1c(NC(=O)CSCc2ccco2)c(=O)n(-c2ccccc2)n1C,-0.1,7,2,8,-3,-2.0,2,0,-4
Cc1ccc(-c2cc(C(=O)NCc3cnn(C)c3)c3cc(Br)ccc3n2)cc1,0.2,-3,1,7,-3,-0.7,2,-3,-23
CCOc1ccc(NCC(=O)Nc2ccc(Cl)cc2C)cc1,0.3,3,3,-6,-3,1.6,-2,2,-4
CCn1c(C)nc2cc(S(=O)(=O)N3CCCCC3)ccc21,-0.2,9,3,1,8,0.4,-3,0,0
CNC(=S)N(Cc1ccc(OC)cc1)C1CC(=O)N(c2ccc(C(=O)OC)cc2)C1=O (stereo not drawn),0.3,2,3,5,1,-0.8,3,2,0
Cc1cc(NC(=O)COC(=O)CSCc2ccc(Cl)c(Cl)c2)no1,-0.5,6,0,26,3,-8.9,-1,5,5
CC(c1ccc(Br)cc1)N1CC23C=CC(O2)C(C(=O)O)C3C1=O (stereo not drawn),-0.2,7,4,35,-2,0.3,3,2,5
Nc1ccc(-n2nnnc2-c2ccco2)cc1,-0.3,-1,1,14,-2,0.5,-2,-5,1
Cc1cc(C)c(S(=O)(=O)c2cccc(Br)c2C)c(Cl)n1,-0.1,/,0,-67,/,0.4,/,/,/
C=CCNC(=O)c1ccccc1NS(=O)(=O)c1ccc(SC)cc1,-0.1,2,0,6,3,3.7,4,2,6
Cc1noc(C)c1C(=O)OCC(=O)Nc1ccc(S(N)(=O)=O)cc1,0.0,10,2,12,0,/,/,0,-4
CN1CCN(S(=O)(=O)c2ccc(N(C)Cc3cccs3)nc2)CC1,0.3,-3,0,-2,-2,2.4,-2,-1,-2
Cc1cc2cccc(C)c2nc1SCC(=O)NC1CCCCC1,0.0,10,0,3,8,-1.3,5,0,5
O=C1C2CCCN2C(=O)N1CCN1CCN(CCO)CC1 (stereo not drawn),-0.2,-1,2,6,-1,-1.3,-3,0,-4
